# Bioassay records deposited in PubChem BioAssay by Sanford-Burnham Center for Chemical Genomics.
# MPTP block: permeability transition pore inhibition. isolated mouse mitochondria, Ca2+ swelling absorbance, 30 min. inhibition, % at 10 µM. 360,000 compounds, 1.4% hits;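 active means inhibition of 50% or more, scaled per plate between neutral and stimulator controls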;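 further: 0% = DMSO wells given calcium and 100% = 1 mM EGTA wells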
# ATG4B inh: blocks human ATG4B protease cleavage of LC3 substrate | ATG4B cleavage of LC3-PLA2, NBD-HPC fluorescence, 1 h | Q9Y4P1 | inhibition, % at 8.33 µM | 340,000 compounds, 0.51% hits; in the data active means inhibition above about 40%
# NR3A LBD binder: modulators (binders) of human NR3A ligand-binding domain | NR3A LBD differential scanning fluorimetry, Tm shift; 0% = protein alone, 100% = glycine-bound protein | Tm shift relative to glycine control, % at 25 µM | 340,000 compounds, 2.5% hits;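 active means melting temperature shift of at least 10% of the positive control shift, at one fixed dose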
# SENP6 block: blocks the human protease SENP6. Q9GZR1. Recombinant SENP6 catalytic domain, aminoluciferin luminescence. inhibition, % at 10 µM. 330,000 compounds, 1.8% hits;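 active means inhibition above about 50% at the single tested dose, limit read from the data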;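 further: plate controls were DMSO wells with enzyme for no effect and DMSO wells lacking enzyme for full effect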
# SENP1 FRET inh: blocks the human SENP1 SUMO protease catalytic domain; 360,000 compounds, 0.21% hits; inhibition, % at 10 µM; Q9P0U3; recombinant SENP1 catalytic domain, CyPet-SUMO1-YPet FRET cleavage; AID 624204;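 active means inhibition at least 30% at 10 µM, raw YFP signal under a set limit, fluorescence ratio 0.5 to 1.5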;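 further: 0% = enzyme with DMSO and 100% = no enzyme wells; some results filed as inactive read as strong as hits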
# Target sequence (Q9P0U3 419-644 limits assumed): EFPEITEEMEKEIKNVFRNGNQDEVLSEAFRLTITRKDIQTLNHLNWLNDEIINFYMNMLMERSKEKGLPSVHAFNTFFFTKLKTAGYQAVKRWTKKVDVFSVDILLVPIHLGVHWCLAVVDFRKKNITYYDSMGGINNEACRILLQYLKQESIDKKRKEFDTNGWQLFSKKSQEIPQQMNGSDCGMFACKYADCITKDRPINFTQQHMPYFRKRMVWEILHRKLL
#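 material = recombinant human SENP1 catalytic domain, His6-tagged | quantity = 20 pM enzyme | reagent = 25 nM SUMO1 FRET substrate | compound dosing = 10 µM single point, 0.5% DMSO | timing = 50 min enzyme reaction, room temperature, light-protected | detection = FRET, CFP and YFP emission | control set = no-enzyme low, enzyme-DMSO high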
# PfG6PD inh: PfG6PD (Plasmodium falciparum) enzyme inhibition; inhibition, % at 20 µM; AID 504690; PfGluPho enzyme, NADPH resazurin-diaphorase fluorescence; 350,000 compounds, 0.78% hits;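 active means inhibition reaching at least a set limit at 20 µM in the primary screen, cut at about 59% in these data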;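 further: 0% = DMSO wells with substrate and 100% = DMSO wells lacking glucose-6-phosphate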
# hIAP activ: increases human intestinal alkaline phosphatase activity | 330,000 compounds, 0.16% hits | activation factor at 10 µM | purified human IAP, CDP-Star luminescence, 30 min; active compounds read high; 1 = vehicle-only enzyme, 0 = enzyme-free background | P09923;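 active means activation factor of the enzyme at least 2-fold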; further: the source names both 10 and 20 µM as test concentration; values of inactives mirror those of a sister screen read the other way
# Target sequence (P09923 whole entry, looked up): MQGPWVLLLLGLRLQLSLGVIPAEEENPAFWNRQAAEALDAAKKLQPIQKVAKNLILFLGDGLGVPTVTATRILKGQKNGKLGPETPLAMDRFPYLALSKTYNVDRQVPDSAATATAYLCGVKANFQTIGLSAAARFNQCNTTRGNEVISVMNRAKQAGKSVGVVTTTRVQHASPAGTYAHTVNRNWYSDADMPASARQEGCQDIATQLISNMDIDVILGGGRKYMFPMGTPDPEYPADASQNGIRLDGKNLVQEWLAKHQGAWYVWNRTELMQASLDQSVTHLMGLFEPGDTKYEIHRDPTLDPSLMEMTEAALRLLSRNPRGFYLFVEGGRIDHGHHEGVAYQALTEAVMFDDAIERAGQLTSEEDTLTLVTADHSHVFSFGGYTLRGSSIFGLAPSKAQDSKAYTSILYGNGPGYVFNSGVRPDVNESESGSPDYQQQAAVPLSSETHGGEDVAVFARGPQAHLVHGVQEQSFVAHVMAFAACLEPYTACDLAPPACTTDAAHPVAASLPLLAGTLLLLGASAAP
# SENP8 inh: blocks human SENP8 cleavage of Nedd8 substrate. Q96LD8. 360,000 compounds, 0.64% hits. recombinant SENP8, Nedd8 substrate fluorescence. inhibition, % at 20 µM. AID 602440; in the data active means inhibition mostly above about 40%, no sharp cut-off; inactive means mostly below about 27%
# Target sequence (Q96LD8 whole entry, looked up): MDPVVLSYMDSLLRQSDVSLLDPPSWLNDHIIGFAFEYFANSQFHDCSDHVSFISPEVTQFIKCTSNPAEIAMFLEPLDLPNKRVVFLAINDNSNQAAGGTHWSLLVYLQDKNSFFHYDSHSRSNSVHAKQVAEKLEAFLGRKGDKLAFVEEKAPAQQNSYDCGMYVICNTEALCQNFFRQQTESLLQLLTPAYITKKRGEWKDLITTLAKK
# Active calls of the source: *; / = no result given. This is a random part of the collection; overall some 6.7% were active at least once.
SMILES,MPTP block,ATG4B inh,NR3A LBD binder,SENP6 block,SENP1 FRET inh,PfG6PD inh,hIAP activ,SENP8 inh
CCOc1cc(C(=O)NC(C)C2CCCO2)cc(OCC)c1OCC (configuration not stated),-0.8,-3,1,12,1,1,1.2,6
Cc1cc(C)n(CCc2nc(-c3cccs3)cs2)n1,1.4,-1,0,-12,0,33,0.99,18
COc1ccc(C)cc1NC(=O)CCNS(=O)(=O)c1ccc2c(c1)CC(C)N2C(C)=O (configuration not stated),-1.3,-8,2,1,0,-2,0.92,17
O=C(NC1CCCCC1)NC1CCN(CC(=O)N2CCOCC2)CC1,0.1,-5,2,-13,-1,-9,1,30
Cn1cnnc1SCC(=O)NN(c1ccccc1)c1ccccc1,0.6,7,-1,-17,2,-8,0.97,5
C/C(=N/NC(=O)c1cc(-c2ccccc2)nc2c(Cl)cccc12)c1cccnc1,1.4,8,-5,-7,2,3,1,9
Cc1cc(C)c2c(CC(=O)NN(C)C)coc2c1,-1.0,0,-1,0,1,-11,0.91,4
Cc1nc(CS(=O)(=O)c2ccccc2)cc(N2CCN(c3ccccc3F)CC2)n1,-0.6,10,-1,-14,1,10,1.1,8
CCc1nccn1S(=O)(=O)c1cc(OC)c(Cl)cc1OC,-0.6,-11,0,-11,1,-5,1,4
CCOC(=O)c1sc(=NC(=O)c2cccc(OC)c2)n(C)c1C,1.1,-5,-1,-13,0,1,0.91,-280
COc1cc(OC)cc(C(=O)NCCN2C(=O)S/C(=C\c3cccs3)C2=O)c1,26,-14,-11,-35,1,13,1,12
COc1ccc(/C=N/NC(=S)Nc2ccccc2)cc1COc1ccc(F)cc1F,1.1,-8,4,-6,0,-4,0.99,-27
Cc1ccc(NC(=O)CSc2nc(-c3ccco3)cc(C(F)(F)F)n2)cc1C,49,2,1,3,0,-12,0.96,2
CCCn1c(NCc2cccc(OC)c2OC)nc2ccccc21,1.1,-6,2,-13,3,1,1.1,17
Cc1ccccc1/C=C1\C(=O)Nc2ccc(F)cc21,-0.3,6,-8,-18,-2,2,1,18
COc1ccc(N=C2C(=Nc3ccc(OC)cc3)N(c3ccc(OC)cc3)C(=S)N2C(=O)c2ccc(OC)cc2)cc1,3.2,1,1,-3,2,-8,0.9,20
O=C(NC(=S)Nc1ccc(S(=O)(=O)N2CCCC2)cc1)C1CC1,-1.0,1,0,-12,-1,-9,1.1,11
COc1cc(C(C(=O)NC2CCCC2)N(C(=O)c2snc(C(N)=O)c2N)c2ccccc2)cc(OC)c1OC (configuration not stated),0.2,-5,-5,0,-28,12,0.97,-291
O=C(Nc1ccc(N2CCOCC2)c(F)c1)c1cccs1,2.0,-7,-9,31,0,16,0.85,7
CCOC(=O)CC(NCc1ccc(OC)c(OCC)c1)c1ccc(C)cc1 (configuration not stated),3.9,-3,2,-4,1,-3,1.1,10

# Structural class: the entries above containing an aryl thioether with sulfur outside any ring
SMILES,MPTP block,ATG4B inh,NR3A LBD binder,SENP6 block,SENP1 FRET inh,PfG6PD inh,hIAP activ,SENP8 inh
Cn1cnnc1SCC(=O)NN(c1ccccc1)c1ccccc1,0.6,7,-1,-17,2,-8,0.97,5
Cc1ccc(NC(=O)CSc2nc(-c3ccco3)cc(C(F)(F)F)n2)cc1C,49,2,1,3,0,-12,0.96,2

# More compounds follow:
SMILES,MPTP block,ATG4B inh,NR3A LBD binder,SENP6 block,SENP1 FRET inh,PfG6PD inh,hIAP activ,SENP8 inh
CCOC(=O)Cn1nc(C)c(NC(=O)COc2ccc([N+](=O)[O-])c(C)c2)c1C,-0.6,-8,3,-30,2,-18,0.94,1
CN(C)C(=O)CCc1ccc2c3c([nH]c2c1)[C@]1(CCc2ccccc2)[C@@H](C(=O)N2CCCCC2)C[C@H](CC(=O)NCCC2=CCCCC2)C(=O)N1CC3,-0.7,-4,-3,/,0,8,/,8
CCOc1ccccc1NC(=O)N1CCC(NC(=O)c2cccc(C)c2)CC1,2.0,-10,1,-9,0,25,1,16
CCc1ccc(OCC(=O)N/N=C/c2ccc(OS(=O)(=O)c3ccc(C)cc3)c(OC)c2)cc1,-0.3,-6,-2,-13,-1,1,0.99,16
Cc1cc(C)nc(NS(=O)(=O)c2ccc(N/C=C/C(=O)c3ccc(Cl)c(Cl)c3)cc2)n1,9.0,-10,2,-9,-29,4,1.2,-428
O=C(Nc1nnc(Cc2ccccc2)s1)c1cccs1,1.3,6,-1,-13,-2,-15,1,3
O=C(COc1ccccc1Br)NC(=O)NC1CCCC1,0.0,0,0,-20,2,3,1.1,0
COc1ccc(NC(=O)CSc2nnc(CNC(=O)c3ccco3)n2-c2ccccc2OC)cc1,2.4,0,1,-7,0,-17,1,7
O=C(CCCCCn1c(=O)[nH]c2ccsc2c1=O)NCc1ccc2c(c1)OCO2,-1.9,-3,1,-2,2,-7,0.89,8
CCOc1ccc2nc(NC(=O)CS(=O)(=O)c3ccccc3)sc2c1,-2.3,-11,-5,0,-2,-17,1.1,4
Cc1ccc(C(=O)Nc2ccccc2N2CCCCC2)o1,-1.6,28,-34,15,-1,-18,1.1,9
COc1ccc(NC(=O)CN(C)CC(=O)Nc2ccc(Cl)c(S(=O)(=O)N(C)C)c2)cc1,-1.4,-19,-1,15,2,4,1.1,3
COc1cccc(NS(=O)(=O)c2c(C)cc(C)cc2C)c1,-0.3,-2,-2,-10,2,37,0.99,12
O=C1c2ccccc2[C@@H]2C[C@@H](O)[C@H](Nc3ccccc3-c3ccccc3)CCN12,1.0,20,1,/,-7,20,/,-23
Cc1ccc(/C=N/NC(=O)C2(C)CC2(Br)Br)cc1 (configuration not stated),3.9,-6,-1,7,-3,-2,0.96,1
CCOC(=O)CN1CCC(c2ccccc2)CC1,0.2,0,-2,-5,-2,-4,1.1,13
Cc1cc(CNC(=O)Cc2c(F)cccc2Cl)nn1C,0.1,6,-1,-14,1,-12,0.86,11
CC(=O)Nc1nc(C)c(Oc2ccccc2)c(=O)[nH]1,-0.7,0,0,-23,-1,-11,0.99,4
CC(C)C(NC(=O)c1ccccc1F)C(=O)Nc1nccs1 (configuration not stated),-1.4,-2,-1,-2,0,-7,1.1,8
Cc1nc2ccccn2c(=O)c1NC(=O)c1cccc2ccccc12,-4.3,1,1,0,2,-1,0.94,-75

# A draw from above in order of count of non-hydrogen atoms, lowest first:
SMILES,MPTP block,ATG4B inh,NR3A LBD binder,SENP6 block,SENP1 FRET inh,PfG6PD inh,hIAP activ,SENP8 inh
O=C(NC(=S)Nc1ccc(S(=O)(=O)N2CCCC2)cc1)C1CC1,-1.0,1,0,-12,-1,-9,1.1,11
O=C(NC1CCCCC1)NC1CCN(CC(=O)N2CCOCC2)CC1,0.1,-5,2,-13,-1,-9,1,30
COc1ccc(N=C2C(=Nc3ccc(OC)cc3)N(c3ccc(OC)cc3)C(=S)N2C(=O)c2ccc(OC)cc2)cc1,3.2,1,1,-3,2,-8,0.9,20

# New compounds follow:
SMILES,MPTP block,ATG4B inh,NR3A LBD binder,SENP6 block,SENP1 FRET inh,PfG6PD inh,hIAP activ,SENP8 inh
CCCCNC(=O)N(O)C1N(CCCC)C(=O)N(CC(=O)OC)C1(C)C (configuration not stated),0.7,-8,-1,-22,0,-1,0.96,12
Cc1nnc(SCC(=O)N(C2CCCCC2)C2CCS(=O)(=O)C2)n1N (configuration not stated),0.5,-3,-1,-24,-2,-6,1.2,2
CCN(CCO)c1ncnc2onc(-c3ccc(F)cc3)c12,0.2,-7,-1,13,2,-4,0.94,8
Cc1ccc(NC(=O)C(C)NS(=O)(=O)c2ccc(F)cc2)cc1C (configuration not stated),-0.3,-1,5,-1,-1,-1,0.99,11
O=C(Nc1c(-c2ccccc2)nc2ccccn12)c1ccccc1F,-1.2,0,-1,-10,1,8,0.92,12
CC(NC(=O)c1ccc(C(F)(F)F)cc1)C(c1ccccc1)N1CCOCC1 (configuration not stated),1.7,3,0,11,1,9,1.1,2
Cc1cc2cc(NC(=O)c3ccco3)ccc2[nH]1,-1.5,-7,-5,-15,16,-12,1.1,-13
CC(C)Cn1c(=O)c(CCC(=O)Nc2ccc(N3CCOCC3)cc2)nc2cc(Cl)ccc21,0.2,16,-2,7,-7,-6,1.3,-4
CS(=O)(=O)N1CCN=C1SCc1cccc(F)c1,-2.3,-2,0,-2,3,15,0.87,10
Cc1ccc(NC(=O)NNC(=O)COc2ccc([N+](=O)[O-])cc2)cc1C,1.3,11,2,0,3,1,2,11
Cc1ccc(C(c2nnnn2CS(=O)(=O)c2ccc(C)cc2)N2CCC(C(N)=O)CC2)cc1 (configuration not stated),-0.2,-11,0,9,1,6,0.91,1
Cc1ccc2scc(CN3CCCC3)c2c1,-0.3,-9,0,-18,0,13,0.97,24
Cc1[nH]c2ccccc2c1C(=O)CSc1nc2cc(S(=O)(=O)N3CCCCC3)ccc2o1,7.8,-2,-5,0,-1,15,0.91,21
COC(=O)CNC(=O)c1c(-c2c(Cl)cccc2Cl)noc1C,-0.5,12,-7,-9,0,-6,1.1,8
Cc1cc(NCCCn2ccnc2)n2ncc(-c3ccccc3)c2n1,-4.6,-16,5,67*,3,12,1.1,-491
O=C(Nc1nc2ccc(F)cc2s1)c1cccs1,-0.7,-5,16*,91*,0,12,0.98,-95
CCC1CCCCN1C(=S)NCc1ccccc1 (configuration not stated),0.4,1,7,-5,0,-2,0.9,11
COc1ccccc1CNC(=O)C1CC2Cn3c(nc4cc5ccccc5cc43)C2N1C (configuration not stated),0.0,-7,1,0,0,5,0.8,-68
O=C(COC(=O)c1cc(S(=O)(=O)N2CCCC2)ccc1O)Nc1ccc(F)cc1F,-0.6,-16,3,9,2,-17,1.1,-454
O=C(Cn1cnc2c(nnn2-c2ccccc2)c1=O)N1CCC(Cc2ccccc2)CC1,-0.8,-4,-2,2,0,2,1.1,16
COc1ccc(NC(=O)CN2C(=O)c3cccc4cccc2c34)cc1OC,0.5,-19,1,0,-27,-4,0.93,-39
O=C(NCc1ccco1)/C(=C/c1ccco1)NC(=O)c1ccco1,-1.1,-3,0,8,-4,16,0.98,0
NC(=S)NN=C1CCCCCCCC1,-2.1,-12,-2,/,3,8,/,2
COc1ccc(/C=C/C(=O)Nc2cc(S(=O)(=O)N3CCOCC3)ccc2OC)cc1,-1.9,-10,-2,4,1,8,0.99,-26
O=C(Nc1ccc(-c2nnc3n2CCCCC3)cc1)c1cnccn1,-0.9,2,2,/,0,-13,/,16
COc1ccc(NC(=O)COC(=O)CCC2CCCC2)c(OC)c1,-0.9,4,1,2,3,5,1.2,2
Cn1c(=O)c2c(ncn2CC(N)=O)n(C)c1=O,-1.7,3,0,6,1,4,0.87,8
COc1ccc(C(=O)NCCc2cn3ccccc3n2)cc1,1.4,2,-1,-16,4,-12,0.95,-26
CCN(CC(=O)Nc1c(F)cccc1F)C(=O)C1CC(=O)N(CCc2ccc(OC)c(OC)c2)C1 (configuration not stated),-1.1,-44,2,-2,2,2,1,2
CN(CC(=O)Nc1ccccc1Br)C(=O)c1ccccc1Sc1ccccc1C#N,-2.6,-58,0,/,0,11,/,8
CC(C)(C)C1CCC(C(=O)OCC(=O)N2CCOCC2)CC1 (configuration not stated),6.9,1,-2,-12,2,-6,0.97,0
O=C(c1ccc(F)cc1)N1CCCC(N2CCN(Cc3ccc4c(c3)OCO4)CC2)C1 (configuration not stated),-0.5,-5,4,-6,-1,3,1.1,7
Cc1cc(C)c(NC(=O)Cn2cc3c(n2)CCCC3)c(C)c1,0.1,3,2,-9,-3,-12,1,1
O=C(COC(=O)c1nc(Cl)ccc1Cl)c1ccccc1Cl,-0.7,5,-2,-22,1,-11,0.92,3
COc1ccc(-c2ccc(SCC(=O)NCc3ccc4c(c3)OCO4)nn2)cc1OC,-0.9,-17,-3,-6,1,0,0.94,14
O=C(Nc1nc(-c2ccco2)cs1)c1ccccc1,0.0,16,-10,2,-14,28,1,-34
O=C(N/N=C/C(Cl)=C/c1ccc([N+](=O)[O-])cc1)C(=O)Nc1ccc(C(=O)O)cc1,2.3,5,1,-10,4,1,1,12
CCOCc1cnc(C)nc1NCC(=O)c1c(C)[nH]c2ccccc12,-1.3,-13,1,-11,-1,-4,1.1,10
